Screening results (PubChem)
Giardia killer: Small Molecules that selectively kill Giardia lamblia: qHTS; Giardia lamblia trophozoite viability; activity change, % at 7.66 µM, hits read low; hit rate 0.15% among 340,000; in the data active = activity change below about -80%; inconclusive = between about -30% and that limit;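 note: parasites exposed to compound for two days anaerobically before the ATP read; % is set by controls: 0 for no effect and ±100 for the full control effect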
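Killing of trophozoites was scored by loss of ATP luminescence after a 48 hrs anaerobic exposure to compounds at 37 deg C, using 100 cells per well.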
RORgamma inh: qHTS for inhibitors of ROR gamma transcriptional activity; Drosophila S2 Gal4-RORgamma UAS-luciferase reporter, 20 h; Potency, µM (top dose mostly 53.6 µM), without a hit: top-dose activity change, negative = inhibition, usual class: inhibitors; AID 2551, 2010; hit rate 5.4% among 310,000; Nuclear receptor ROR-gamma (Mus musculus), P51450; note: potency is the fitted concentration of half-maximal effect; % is set by controls: 0 for no effect and ±100 for the full control effect; nearly all actives have a fitted effect of over 60% in size
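Stable Schneider cell line, Gal4 DNA-binding domain fused to ROR gamma, UAS-luciferase. Cmpd 1 hr RT → CuSO4 700 uM final → 20 hr RT → luciferase reagent 10 min → luminescence.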
KCNH2 3.1 block: qHTS for Inhibitors of KCHN2 3.1: Mutant qHTS | Potassium voltage-gated channel subfamily H member 2, brain isoform KCNH2 3.1 (human) | U2OS KCNH2 3.1, thallium flux FluxOr; stronger effect = lower value | activity change, % (tested at about 1.8 µM) | hit rate 0.95% among 340,000;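 active = maximum activity change below -70%; inconclusive = maximum activity change from -70% to -50%; inactive = maximum activity change above -50%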;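 note: thallium influx rate constant from kinetic fluorescence after stimulation buffer; % is set by controls: 0 for no effect and ±100 for the full control effect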
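Thallium flux via FluxOr fluorescence (Red40 quencher, 45 min loading) in U2OS cells virally expressing the KCNH2 3.1 isoform (1.77 x 10^8 /mL virus, overnight at 37 C). Rate constants from 2-min kinetic reads post-stimulation, normalised to positive and negative controls.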
Tb PFK inh: qHTS Assay to Find Inhibitors of T. brucei phosphofructokinase; ATP-dependent 6-phosphofructokinase (Trypanosoma brucei brucei), O15648; T. brucei PFK, ADP-Glo luminescence; Potency, µM (highest dose often 57.5 µM), without a hit: at the highest dose activity, negative = inhibition, usual class: inhibitors; hit rate 0.17% among 330,000;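 note: potency is the fitted concentration of half-maximal effect; 0% = uninhibited 1x PFK enzyme wells and -100% = no-enzyme wells; nearly all actives have a fitted effect of over 60% in size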
Target sequence (O15648 whole entry, looked up): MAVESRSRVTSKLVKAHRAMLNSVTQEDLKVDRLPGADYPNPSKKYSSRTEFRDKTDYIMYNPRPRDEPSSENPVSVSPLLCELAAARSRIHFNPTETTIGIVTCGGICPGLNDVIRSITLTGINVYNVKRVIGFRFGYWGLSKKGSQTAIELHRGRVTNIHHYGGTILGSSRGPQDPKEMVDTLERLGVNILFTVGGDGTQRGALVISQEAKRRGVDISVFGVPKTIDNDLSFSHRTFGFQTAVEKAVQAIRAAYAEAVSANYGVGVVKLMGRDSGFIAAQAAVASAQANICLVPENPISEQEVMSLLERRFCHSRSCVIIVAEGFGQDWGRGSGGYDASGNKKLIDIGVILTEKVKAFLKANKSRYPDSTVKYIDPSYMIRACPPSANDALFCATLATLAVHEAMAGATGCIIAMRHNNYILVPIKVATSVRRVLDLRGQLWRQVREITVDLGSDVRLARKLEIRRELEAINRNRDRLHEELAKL
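In TEA buffer at pH 8.0 with 5 mM MgCl2, enzyme (1.25 nM) converted F6P (0.5 mM) and ATP (0.1 mM) for 45 min at room temperature. ADP product was read by luciferase luminescence.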
Gal4-VP16 FLuc: VP16 counterscreen qHTS for inhibitors of ROR gamma transcriptional activity; Drosophila S2 Gal4-VP16 UAS-luciferase, luminescence, 20 h; Potency, µM (doses to about 53.6 µM), for the others: at the highest dose activity, negative = inhibition, usual class: inhibitors; hit rate 3.5% among 310,000; AID 2546, 2010;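 note: Gal4-VP16 expression switched on by copper sulfate through the metallothionein promoter; potency is the fitted concentration of half-maximal effect; % is set by controls: 0 for no effect and ±100 for the full control effect; nearly all actives have a fitted effect of over 50% in size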
Coupling enz: qHTS Assay for Inhibitors of Fructose-1,6-bisphosphate Aldolase from Giardia Lamblia: Coupling assay counterscreen | AID 2472, 2010 | hit rate 0.67% among 290,000 | coupling enzyme system counterscreen, AmpLite Red fluorescence | activity change, negative = inhibition, % at 58.2 µM, hits read low; in the data active = activity change below about -30%; note: % is set by controls: 0 for no effect and ±100 for the full control effect
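Counterscreen of the coupled detection system alone, without aldolase: glyceraldehyde-3-phosphate coupling enzymes plus AmpLite Red readout. Compounds at 57.5 uM final, 10 min RT preincubation, 20 min RT reaction, fluorescence 525/598 nm.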
Rab9 promoter act: qHTS Assay for Rab9 Promoter Activators; Potency, µM (doses to about 9.22 µM), without a hit: top-dose activation, negative = inhibition, usual class: activators; Huh7 Rab9 promoter-luciferase reporter, luminescence, 24 h; hit rate 2.8% among 320,000; AID 485297, 2010; note: potency is the fitted concentration of half-maximal effect; % of control where 0% means no effect; nearly all actives have a fitted effect of over 60% in size
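Measured in stably transfected Huh7 cells bearing a Rab9 promoter–luciferase construct: 24 h compound treatment at 37 °C, followed by luminescence detection.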
FLuc modulator: qHTS profiling assay for firefly luciferase inhibitor/activator using purifed enzyme and Km concentrations of substrates (counterscreen for miR-21 project); Luciferin 4-monooxygenase (Photinus pyralis), P08659; purified FLuc, Km substrates, luminescence inhibition; Potency, µM (top dose mostly 57.5 µM), without a hit: at the top dose activity change, negative = inhibition, actives largely listed as inhibitors; hit rate 6.9% among 360,000; AID 588342, 2011;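 note: potency is the fitted concentration of half-maximal effect; plate controls were vehicle for no effect and reference inhibitor for full effect; nearly all actives have a fitted effect of over 55% in size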
Target sequence (P08659 whole entry, looked up): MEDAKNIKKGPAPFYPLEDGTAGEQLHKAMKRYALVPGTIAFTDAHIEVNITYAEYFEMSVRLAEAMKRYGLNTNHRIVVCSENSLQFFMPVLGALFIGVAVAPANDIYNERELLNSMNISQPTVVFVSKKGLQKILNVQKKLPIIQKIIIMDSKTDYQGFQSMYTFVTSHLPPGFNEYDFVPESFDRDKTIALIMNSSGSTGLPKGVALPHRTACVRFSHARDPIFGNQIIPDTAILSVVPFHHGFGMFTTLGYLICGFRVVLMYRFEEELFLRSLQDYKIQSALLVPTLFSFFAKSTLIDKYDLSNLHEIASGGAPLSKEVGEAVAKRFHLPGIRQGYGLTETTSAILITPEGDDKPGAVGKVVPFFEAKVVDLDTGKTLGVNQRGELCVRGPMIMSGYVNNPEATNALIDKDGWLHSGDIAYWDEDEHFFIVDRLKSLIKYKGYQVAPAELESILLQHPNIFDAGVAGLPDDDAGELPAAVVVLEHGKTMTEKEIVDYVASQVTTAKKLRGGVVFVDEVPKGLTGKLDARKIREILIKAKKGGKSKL
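Biochemical qHTS of compounds, final roughly 60 µM downward over six points, against 10 nM purified firefly luciferase using Km concentrations of substrates (10 uM D-luciferin, 10 uM ATP) in Tris acetate pH 7.5 buffer; luminescence output.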
ELG1 genotoxic: qHTS screen for small molecules that induce genotoxicity in human embryonic kidney (HEK293T) cells expressing luciferase-tagged ELG1. hit rate 1.3% among 330,000. HEK293T ELG1-luciferase reporter, luminescence, 16 h. Potency, µM (series often up to 46 µM), inactives show top-dose activity change, positive = activation, actives largely listed as activators; note: potency is the fitted concentration of half-maximal effect; % of control where 0% means no effect; nearly all actives have a fitted effect of over 60% in size
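Reporter readout depends on ELG1 protein level, which increases with genetic stress. After 16 hr compound exposure at 37 °C, luciferase activity was quantified using ONE-Glo.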
uPA surface inh: qHTS for Inhibitors of Cell Surface uPA Generation; cell surface uPA generation assay, qHTS; hit rate 0.31% among 330,000; Potency, µM (titrated, usually from 38.3 µM), for inactives: at the top dose activity change, negative = inhibition, most hits filed as inhibitors; active = well fitted inhibition curve with a large enough effect; inconclusive = small, poorly fitted or top-dose-only effect; inactive = no such curve, though single readings can be large or run the other way; tested in mouse RAW 264.7 cells; note: potency is the fitted concentration of half-maximal effect; % is set by controls: 0 for no effect and ±100 for the full control effect; nearly all actives have a fitted effect of over 55% in size
NPC1 promoter act: qHTS Assay for NPC1 Promoter Activators | Huh7 NPC1 promoter luciferase reporter, 24 h | hit rate 2.4% among 320,000 | Potency, µM (highest dose often 9.22 µM), without a hit: top-dose activation, usual class: activators;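 note: potency is the fitted concentration of half-maximal effect; % of control where 0% means no effect; nearly all actives have a fitted effect of over 60% in size; reporter is driven by a mutant NPC1 promoter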
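Luminescence from an NPC1 promoter-driven luciferase reporter in stably transfected Huh7 cells was measured after 24 h compound treatment at 37 °C, followed by 10 min ambient incubation with luciferase detection reagent.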
An asterisk follows results filed as active; ? = inconclusive; · = not tested or not shown; [ ] = another dose, or the depositor's remark. Unless noted, calls come from the whole dose curve; as a rule, active = well fitted curve in the direction sought with a large enough effect; inconclusive = small, poorly fitted or top-dose-only effect, or another doubt; inactive = no such curve, though single readings can be large; an effect the other way counts as inactive or inconclusive.

compound | KCNH2 3.1 block | Tb PFK inh | ELG1 genotoxic | NPC1 promoter act | Giardia killer | RORgamma inh | Rab9 promoter act | Gal4-VP16 FLuc | uPA surface inh | Coupling enz | FLuc modulator
Cc1cc2c3c(c1)C1(C(=O)N3C(C)(C)CC2C)C(C#N)=C(N)Oc2n[nH]c(C)c21 (stereo not given) | 0.7 | -5.7% | -11.1% | 0.0% | 8.9 | -7.2% | -1.9% | -8.7% | · | 0.2 | -1.2%
Cc1ccc(NC(=O)N(Cc2cccs2)Cc2cc3cc4c(cc3[nH]c2=O)OCO4)cc1 | · | -7.2% | -1.1% | -3.7% | · | ? | -2.4% | -4.7% | · | -0.2 | -16.8%
Cc1cc(NC(=O)C2CCCN(S(=O)(=O)c3c(C)noc3C)C2)n[nH]1 (stereo not given) | 11.8 | 4.6% | 1.8% | 1.2% | 8.5 | ? | 1.9% | 1.1% | 11.4% | -0.9 | -0.1%
CN(CC(=O)Nc1cccc(F)c1)C(=O)COc1ccc2c(c1)CCC2 | -3.3 | 1.8% | 0.7% | · | -15.1 | · | · | · | ? | · | ·
CCCCn1c(N)c(N(CCOC)C(=O)CSCC(=O)Nc2cccc(C)c2)c(=O)[nH]c1=O | -2.5 | -3.8% | -7.6% | -0.4% | -19.7 | · | 1.4% | · | 1.6% | · | -0.5%
Cc1ccc(C(=O)Nc2ccccc2C(=O)N2CCCCC2C)cc1 (stereo not given) | -42.9 | 5.4% | 3.4% | 0.0% | -13.3 | -18.6% | 21.4% | 14.4% | 9.7% | · | ?
C=CCn1c(SCc2nc3ccccc3c(=O)[nH]2)nnc1-c1cc2cc(Cl)ccc2o1 | ? | -1.2% | -0.2% | -3.5% | -14.7 | 0.8% | 4.2% | -7.4% | 8.3% | -3.5 | -4.2%
CC(C)N(C(=O)COC(=O)c1cccnc1Cl)c1ccccc1 | -23.1 | -2.4% | -0.2% | · | 8.4 | · | · | · | 2.0% | · | ·
Cc1cccc(Cc2nnc(CCC(=O)N(C)CCc3ccccc3)o2)c1 | 1.4 | -4.7% | 18.3µM* | 3.55µM* | 3.3 | 25.0% | 3.98µM* | ? | 3.0% | 1.9 | 7.57µM*
COc1cc(OC)cc(C(=O)Nc2nnc(SCC(=O)NCc3ccco3)s2)c1 | 0.9 | 5.9% | ? | 19.5% | -11.9 | 10.1% | ? | 6.2% | 0.7% | · | ?
Cc1c(/C=N\NC(=O)c2cc3ccccc3o2)c2ccccc2n1C | 11.5 | 9.4% | 0.1% | -28.8% | -4.5 | -37.0% | -12.1% | -0.2% | 3.55µM* | -3.2 | 9.53µM*
Cc1ccc(S(=O)(=O)N2CCN(C(C)C)CC2)cc1 | 3.9 | 1.6% | 0.4% | -1.7% | -3.7 | 5.5% | -1.3% | 2.4% | 3.3% | 3.9 | -1.4%
CO/N=C(\C(=O)O)c1csc(NN=C(C)C)n1 | 1.3 | -2.6% | 6.0% | -3.8% | 23.1 | -33.3% | -13.3% | -7.7% | 3.1% | -2.1 | -1.1%
Cc1ccc(Cn2c(CN3CCOCC3)nc3c2c(=O)n(C)c(=O)n3C)cc1 | 1.5 | -1.4% | -0.7% | -6.6% | 6.9 | 9.8% | 2.3% | -14.7% | 4.3% | 0.7 | 1.1%
CCC1CCCCN1C(=O)C(=O)c1cn(CC(=O)N(CC)CC)c2ccccc12 (stereo not given) | 4.2 | 1.9% | 2.5% | 2.2% | 20.3 | 10.7% | 0.5% | 20.7% | -8.0% | · | 0.4%
O=C(Oc1ccc2ccc(=O)oc2c1)c1ccco1 | 1.2 | 3.0% | -3.9% | 0.5% | -8.7 | -11.3% | 2.9% | -5.4% | 0.5% | · | -9.0%
CC(=O)Nc1cccc(NC(=O)CSc2nc(=O)n3cccc(C)c3n2)c1 | -17.4 | -2.8% | 4.3% | 0.2% | -11.1 | · | -6.0% | · | -8.3% | · | -1.5%
O=C(COc1ccc(Cl)cc1Cl)NCCCn1ccnc1 | 4.0 | -3.0% | 1.8% | -2.5% | 5.5 | 0.0% | 5.1% | 0.3% | 1.7% | 2.3 | -11.9%
Cc1ccc(S(=O)(=O)N2CCOCC2)cc1NC(=O)COC(=O)c1cc(=O)c2ccccc2o1 | -2.6 | 2.7% | -1.1% | -1.2% | -11.2 | 12.4% | 0.7% | -2.8% | -2.3% | 0.4 | -3.5%
CCn1c(COc2ccc(=O)n(-c3ccccc3)n2)nnc1SCc1ccc(OC)cc1 | 8.2 | 0.6% | -1.7% | -0.3% | 3.4 | 26.6% | 0.2% | 0.3% | 2.6% | -1.4 | -0.2%
COc1cc(OC)cc(C(=O)N[C@H](C(=O)OCC(=O)Nc2ccc(OC)c(OC)c2)C(C)C)c1 | 2.4 | -3.3% | -3.0% | -4.4% | -14.2 | 8.0% | -11.8% | -5.3% | -9.4% | -1.4 | 3.4%
CC(C)(C)OC(=O)NCCC(=O)N/N=C/c1cccc2nccnc12 | 17.3 | -3.8% | -0.9% | 2.6% | -5.8 | 5.8% | -0.6% | -1.5% | -2.0% | 2.8 | 6.5%
CC(C)c1ccc(NC(=O)CN(Cc2ccccc2)S(C)(=O)=O)cc1 | -15.6 | -5.7% | -0.4% | -5.4% | 6.3 | 34.0% | -14.9% | -10.8% | 5.5% | 1.3 | 4.4%
CCCN1CCN(S(=O)(=O)c2ccc3c(c2)CC(C)N3C(=O)C2CC2)CC1 (stereo not given) | 7.0 | 1.0% | 0.7%[9.26 µM] | 0.6% | 17.2 | 2.9% | -4.1% | -9.8% | 0.1% | -0.5 | 0.5%
Cc1cc2nc(CCN(Cc3cccnc3)C(=S)Nc3ccc(F)cc3)[nH]c2cc1C | 6.0 | -1.0% | -1.7% | 1.4% | -3.1 | -15.6% | 1.9% | -12.5% | -3.4% | 0.3 | 3.6%
C=CCOc1cccc(/C=C/c2nc3ccccc3c(=O)[nH]2)c1 | -16.9 | -2.6% | 9.2µM* | ? | -10.8 | -22.2% | 3.55µM* | -7.3% | ? | 1.2 | 1.51µM*
Cc1ccc(NC(=O)CN(C)C(=O)COc2cccc3cccnc23)cc1 | -35.1 | -1.9% | 3.4% | -4.1% | -18.3 | -0.4% | -0.2% | -2.0% | -2.7% | 5.1 | 0.2%
CCOC(=O)CCCNC(=O)CN1C(=O)NC(CCc2ccccc2)C1=O (stereo not given) | -10.5 | -1.9% | -0.1% | 0.1% | -23.5 | -2.8% | -2.0% | 4.8% | · | 4.2 | 1.4%
CNc1cnn(-c2ccccc2)c(=O)c1Cl | 1.8 | 2.4% | 4.4% | -1.5% | -10.2 | 20.9% | 4.6% | 14.2% | -0.8% | -1.7 | 0.4%
COc1ccc(C(=O)/C(C#N)=N/Nc2ccc([N+](=O)[O-])cc2)cc1 | -4.7 | -1.6% | -14.4% | -37.3%[inhibitor] | ? | 5.62µM* | -52.0%[inhibitor] | 3.55µM* | 1µM* | -0.2 | -19.4%
CN1CCN(S(=O)(=O)c2cccc(C(=O)N3CCN(c4ccccc4)CC3)c2)CC1 | -7.3 | 1.8% | 0.2% | · | -12.8 | · | · | · | 5.8% | · | ·
CC(C)[C@H](NS(=O)(=O)c1cccc(Cl)c1)C(=O)OCC(=O)NC(=O)CN1CCCC1=O | 1.8 | ? | -2.5% | -0.9% | -3.0 | · | -3.0% | · | 15.3% | · | 9.7%
O=C(Nc1cccc(S(=O)(=O)NC2=NCCCCC2)c1)c1cc(-c2ccccc2)nc2ccccc12 | -14.6 | -0.1% | -7.2% | -0.9% | 21.1 | 33.6% | -3.7% | -0.4% | 2.4% | 0.4 | -15.0%
O=C(NCc1ccccn1)C1CCN(S(=O)(=O)c2ccc(Br)cc2)CC1 | 8.3 | -19.6% | -2.9% | -1.3% | -7.8 | -18.1% | 17.4% | 0.9% | 6.3% | · | -0.6%
NC(=O)COC(=O)c1ccccc1SCC(=O)NC1CCCCCCC1 | 3.4 | 0.0% | 0.6% | 4.7% | -14.7 | · | -1.6% | · | -1.2% | · | -24.0%
CCN(CC)C(=O)CNc1ccc(C(F)(F)F)cc1[N+](=O)[O-] | -3.3 | 0.8% | -0.1% | -0.6% | 4.0 | -0.5% | -2.9% | -3.2% | 0.9% | 0.6 | 2.7%
